Screens from PubChem.
human PMI inhibitors = human PMI inhibitors, high substrate, primary screen, biochemical, fluorescence intensity, high mannose 6-phosphate (AID 1220); recombinant PMI enzyme, coupled fluorescence intensity; higher % means a stronger effect; 190,000 compounds, 0.66% hits; one-dose inhibition, % at 20 µM; IC50 in µM for titrated hits
RSV CPE inhibition = RSV antiviral activity via CPE protection, HEp-2 cells, primary 10 µM value included (AID 2391) | 310,000 compounds, 0.13% hits | CPE inhibition, % at 10 µM, or IC50 in µM where a hit was titrated | HEp-2 cells, RSV-induced CPE inhibition; higher % means a stronger effect; in the data active = a potency from the dose series; inconclusive = CPE inhibition mostly from about 23% at the one dose, without a potency; inactive = the rest, 99 in 100 with CPE inhibition below about 21%; also: strong numbers were not always called active
P. falciparum M17LAP = P. falciparum M17LAP inhibitors, primary screen, biochemical, fluorogenic H-Leu-NHMec substrate, 1536-well (AID 1619); recombinant M17LAP, H-Leu-NHMec fluorogenic kinetic assay; higher % means a stronger effect; inhibition, % at 30 µM, or IC50 in µM where a hit was titrated; 220,000 compounds, 0.38% hits;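 active = compound inhibiting the enzyme by more than half at any dose during confirmatory dose-response retesting; inconclusive = strong single-dose inhibitors picked by rank but not retested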;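 also: plate controls were full reaction with DMSO carrier for no effect and no enzyme background for full effect; strong numbers were not always called active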
West Nile virus CPE = inhibition of WNV-induced cytopathic effect – cell-based, CPE readout (AID 1621); West Nile virus-infected cells, CPE inhibition; higher % means a stronger effect; CPE inhibition, % at 10 µM; hits with a dose series show IC50 in µM; 290,000 compounds, 0.02% hits; in the data active = a potency from the dose series; inconclusive = CPE inhibition mostly from about 3.7% at the one dose, without a potency; inactive = the rest, 99 in 100 with CPE inhibition below about 2.2%; also: strong numbers were not always called active
K1F lysis inhibition = protection from phage-mediated lysis, alamar blue read-out – E. coli UTI89, K1F phage, bacterial capsule biogenesis inhibitors (AID 488966) | E. coli UTI89 K1F phage lysis, alamar blue, 2 h; higher % means a stronger effect | inhibition, % at 100 µM; hits with a dose series show IC50 in µM | 340,000 compounds, 0.02% hits;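 active = phage lysis inhibition, versus mean bacterial control, above a set limit; inconclusive = no clear call, values can overlap the other calls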;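 also: capsule biogenesis inhibitors block K1F phage lysis so surviving cells raise fluorescence; higher fluorescence means more inhibition of phage lysis; actives were called in the ten point dose series up to 300 µM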
PMI inhibitors = MPI enzyme activity inhibition – biochemical, fluorescence intensity, coupled assay, primary screen (AID 1209); inhibition, % at 20 µM, or IC50 in µM where a hit was titrated; 190,000 compounds, 0.42% hits; purified PMI enzyme, coupled fluorescence intensity; higher % means a stronger effect;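 also: plate controls were DMSO vehicle for no effect and wells lacking substrate for full effect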
T cell HTS = T cell immune modulation candidate; 2C CD8+ T cell-vesicle binding, flow cytometry; active compounds read low; calls only at 7 µM; 330,000 compounds, 0.068% hits;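 active = response, share of CD8 T cells binding vesicles, and their 90th percentile fluorescence all below set limits, cut at about 80% in these data, passing the limit was not always enough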
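Material: murine 2C transgenic CD8+ T lymphocytes / Also added: QL9-peptide-loaded Drosophila micro-vesicles bearing Ld, ICAM-1 and B7-1 / Schedule: binding step 1.5 h, 37 °C, antibody labelling 20 min, ice / Signal: flow cytometry, PE anti-B7-1 (FL2) versus Alexa647 anti-CD8 (FL8), PFA-fixed / Evaluation: percent CD8+ FL2 mean versus row control / Benchmarks: naked versus QL9-loaded vesicles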
M1AAP inhibition = malaria alanyl aminopeptidase activity blockers – biochemical, fluorogenic H-Leu-NHMec substrate, 1536-well (AID 1445). inhibition, % at 30 µM; hits with a dose series show IC50 in µM. 220,000 compounds, 0.42% hits. recombinant M1AAP, H-Leu-NHMec fluorogenic kinetic assay; higher % means a stronger effect;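 active = primary inhibition above the hit cutoff, then over 50% inhibition at one or more dose response concentrations, cut at about 23% in these data, passing the limit was not always enough; inconclusive = conflicting primary data, or primary hits not chosen for dose response; inactive = low primary inhibition, or under 50% at every dose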;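 also: plate controls were DMSO full reaction for no effect and no enzyme background for full effect; strong numbers were not always called active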
TNAP activation fold = human TNAP enzyme activators, primary screen, biochemical, luminescent, no phosphate acceptor, uHTS (AID 1001). purified TNAP, luminescent activation assay, no phosphate acceptor; higher activation fold means a stronger effect. activation fold at 20 µM, or EC50 in µM where a hit was titrated. 200,000 compounds, 0.03% hits; in the data active = activation fold from about 3, or a potency from the dose series; inactive = the rest, 99 in 100 with activation fold below about 1.6; also: many of its hits are not listed in these tables
T cell HTS vesicle-bound % = second read-out of T cell HTS, no call of its own (marks repeat the call); double positive events, %; measured here: CD8+ vesicle-bound cell fraction;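 binding gate set so that unloaded-vesicle control wells show 10% double positive cells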
* hit, by the source's call; i = inactive; ? = inconclusive; nt = no result given; [ ] = remark or other dose. Rule as the data show it, unless noted: active = inhibition above about 50%; inactive = the rest.

SMILES	human PMI inhibitors	RSV CPE inhibition	P. falciparum M17LAP	West Nile virus CPE	K1F lysis inhibition	PMI inhibitors	T cell HTS	T cell HTS vesicle-bound %	M1AAP inhibition	TNAP activation fold
Cc1ccc(/C=N/n2cnc3sc(C)c(C)c3c2=O)o1	10%	-1.8%	37%	-0.1%	1.6%	9%	i	55	7%	1.1
CC(C)=CC(=O)N1CCCC(N2CCN(c3ccccc3C)CC2)C1 (stereo not drawn)	nt	1.5%	nt	-0.4%	0.2%	nt	i	56	nt	nt
Cn1c(=O)c(C(=O)NNC(=O)c2cccc(Cl)c2)c(O)c2ccccc21	nt	?	nt	-0.1%	0.7%	nt	i	18	nt	nt
O=C(O)c1ccc(F)c(S(=O)(=O)Nc2ccccc2)c1	0%	2.3%	-16%	2.2%	-0.1%	4%	i	31	2%	1.2
CCNC(=S)N1CCC(C(=O)c2ccc3c(c2)OCCO3)CC1	-2%	2.8%	17%	-0.9%	-0.1%	0%	i	28	1%	1
CC1=C(C(=O)OCc2ccccc2)C(c2ccc(-c3ccccc3)cc2)NC(=O)N1CCCCCC(=O)O (stereo not drawn)	4%	9.7%	56%	-0.5%	-1.3%	1%	i	27	-2%	1
NC(=O)c1cnn(-c2ccc3ccccc3c2)c1N	-1%	4.3%	-5%	-0.3%	-0.2%	-12%	i	26	-4%	1.1
Cc1nn(Cc2ccc(F)cc2)c(C)c1NC(=O)c1cc(-c2ccc3c(c2)OCO3)on1	11%	-1.1%	-2%	-0.1%	-0.8%	10%	i	23	-4%	1.1
CN(Cc1ccccc1)S(=O)(=O)c1ccc2c(c1)NC(=O)CC(=O)N2	10%	1.3%	-8%	0.4%	4.8%	7%	i	47	3%	1.1
CC(C)(C)S(=O)(=O)/C(C#N)=C/Nc1ccccn1	nt	2.4%	3%	-0.1%	nt	nt	i	36	1%	nt
COCCCNC(=O)C1CCC(CNS(=O)(=O)c2ccc3c(c2)CC(C)N3C(=O)C2CC2)CC1 (stereo not drawn)	nt	5.3%	nt	0.1%	-0.1%	nt	i	31	nt	nt
Cc1ccc(N(CN2CCCC2=O)C(=O)c2ccc(OC(C)C)cc2)cc1	19%	-1.4%	10%	0.1%	0.3%	15%	i	22	3%	1.1
N#C/C(=C\c1c(Cl)cccc1Cl)c1nn(-c2ccccc2)c(-n2cccc2)c1C#N	nt	?	-1%	-0.9%	-0.8%	nt	i	32	1%	nt
COc1cccc(C(=O)NNC(=O)c2ccccc2-n2cccc2)c1	0%	-1.4%	-4%	0.8%	-0.6%	0%	i	39	-1%	1.3
CCOc1ccccc1N1CCN(Cc2cn[nH]c2-c2ccc(F)cc2)CC1	nt	1.4%	3%	-0.6%	0.7%	nt	i	31	9%	nt
COc1ccccc1NC(=O)CN(C)S(=O)(=O)c1ccc2c(c1)CCC(=O)N2	2%	1.7%	15%	-0.1%	-0.2%	1%	i	26	9%	1.2
C/C(CCc1ccccc1)=N/NC(=O)C(=O)NCc1ccccc1	11%	0.9%	13%	-0.2%	0.2%	11%	i	66	8%	1
Fc1ccc(CSc2nnc(CN3CCOCC3)n2-c2ccccc2)c(Cl)c1	-1%	-0.5%	20%	-0.3%	0.1%	0%	i	26	6%	1
COc1ccc(OC)c(NC(=O)C2CCCN(S(C)(=O)=O)C2)c1 (stereo not drawn)	nt	1.3%	nt	0.1%	1.3%	nt	i	30	nt	nt
CCCC1=Nc2cc(C(=O)NCCCOC(C)C)ccc2Sc2ccccc21	11%	2.5%	10%	?	-0.5%	10%	i	24	-1%	1.1
CC(=O)O/N=C(/C)c1ncc(C(F)(F)F)cc1N1CCOCC1	0%	2.2%	-6%	0.6%	1.2%	0%	i	32	3%	1.1
CCC(O)C1CCN(C(=O)c2ccc(OC3CCN(Cc4ccccn4)CC3)cc2)CC1 (stereo not drawn)	nt	-2.9%	nt	0.0%	0.4%	nt	i	35	nt	nt
O=C(CN1CCC(Cc2ccccc2)CC1)NC(=O)NCc1ccco1	6%	1.6%	2%	-0.4%	3.1%	6%	i	42	12%	1.1
COCCCn1c(SCC(=O)OC2CCCCC2)nnc1-c1cccs1	0%	-0.1%	-1%	0.0%	3.0%	-1%	i	54	2%	1.2
CCCCN(CCCC)C(=S)N/N=C/c1c(C)[nH]n(-c2ccccc2)c1=O	4%	-3.7%	3%	-0.8%	-0.5%	-11%	i	12	7%	1.1
O=C1/C(=C/c2cccs2)Sc2ccccc21	9%	2.0%	-3%	-0.1%	-0.1%	15%	i	46	4%	0.9
CC(C)Oc1cccc(C(=O)C2CCCN(Cc3ccc(Oc4ncccn4)cc3)C2)c1 (stereo not drawn)	14%	0.5%	-3%	-1.2%	0.4%	15%	i	38	7%	1
COC(=O)[C@H](CC(C)C)NC(=O)c1cc2c(cn1)[nH]c1ccccc12	nt	3.0%	nt	-0.5%	-1.6%[50 µM]	nt	i	31	nt	nt
CC1CC(C)CN(C(=O)COC(=O)c2cc3ccccc3cc2O)C1 (stereo not drawn)	15%	1.6%	-5%	0.8%	3.2%	3%	i	59	7%	1
CN(C)c1ccc(-c2nnc(SCC3CCCO3)n2C)cc1 (stereo not drawn)	11%	3.0%	6%	0.6%	0.2%	6%	i	23	7%	1

Ordered by molar mass (rising): part of the list above.
SMILES	human PMI inhibitors	RSV CPE inhibition	P. falciparum M17LAP	West Nile virus CPE	K1F lysis inhibition	PMI inhibitors	T cell HTS	T cell HTS vesicle-bound %	M1AAP inhibition	TNAP activation fold
CC(=O)O/N=C(/C)c1ncc(C(F)(F)F)cc1N1CCOCC1	0%	2.2%	-6%	0.6%	1.2%	0%	i	32	3%	1.1
COC(=O)[C@H](CC(C)C)NC(=O)c1cc2c(cn1)[nH]c1ccccc12	nt	3.0%	nt	-0.5%	-1.6%[50 µM]	nt	i	31	nt	nt
CC1CC(C)CN(C(=O)COC(=O)c2cc3ccccc3cc2O)C1 (stereo not drawn)	15%	1.6%	-5%	0.8%	3.2%	3%	i	59	7%	1
O=C(CN1CCC(Cc2ccccc2)CC1)NC(=O)NCc1ccco1	6%	1.6%	2%	-0.4%	3.1%	6%	i	42	12%	1.1
COCCCn1c(SCC(=O)OC2CCCCC2)nnc1-c1cccs1	0%	-0.1%	-1%	0.0%	3.0%	-1%	i	54	2%	1.2
CC(C)Oc1cccc(C(=O)C2CCCN(Cc3ccc(Oc4ncccn4)cc3)C2)c1 (stereo not drawn)	14%	0.5%	-3%	-1.2%	0.4%	15%	i	38	7%	1

The results go on.
SMILES	human PMI inhibitors	RSV CPE inhibition	P. falciparum M17LAP	West Nile virus CPE	K1F lysis inhibition	PMI inhibitors	T cell HTS	T cell HTS vesicle-bound %	M1AAP inhibition	TNAP activation fold
COc1cc(NC(=O)c2c(F)c(F)c(F)c(F)c2F)c(OC)cc1Cl	9%	5.0%	-3%	2.6%	1.3%	10%	i	22	18%	1.1
O=C(c1cnn2c(C(F)(F)F)cc(-c3ccccc3)nc12)N1CCCCC1c1cccnc1 (stereo not drawn)	14%	1.8%	3%	-1.0%	1.8%	18%	i	62	5%	1
CC(=O)O[C@H]1C[C@@]2(C)[C@@H](C[C@@H](O)[C@H]3[C@@]4(C)CC[C@@H](O)[C@@H](C)C4CC[C@@]32C)/C1=C(\CCC=C(C)C)C(=O)O (stereo partly drawn)	-7%	-1.3%	21%	1.9%	1.5%	-1%	i	18	1%	1
O=C(Nc1ccc(/C=C/c2nc3ccccc3o2)cc1)c1cccc(C(F)(F)F)c1	5%	2.8%	2%	-0.3%	1.3%	-2%	i	29	6%	1
Cc1ccc(Cn2nnc3c(=O)[nH]c(C4CCCN(S(=O)(=O)c5ccc(F)cc5)C4)nc32)cc1 (stereo not drawn)	nt	5.9%	nt	-0.1%	0.3%	nt	i	14	nt	nt
COc1cc(CN(C)CC2CCCN(CCc3ccccc3F)C2)cc(Cl)c1OC (stereo not drawn)	nt	-1.6%	nt	-0.4%	1.1%	nt	i	52	nt	nt
CC1CC(C)CN(C(=O)Cn2c(=O)n(CCCCC(=O)NCc3ccco3)c(=O)c3ccccc32)C1 (stereo not drawn)	8%	-0.9%	11%	0.0%	0.3%	10%	i	40	14%	1
Cn1nc([N+](=O)[O-])nc1Sc1nnc(-c2ccccc2)o1	-11%	21%	9%	-0.1%	-0.7%	-12%	i	38	-1%	1.1
N/C(=N\OC(=O)CCCOc1ccc(Cl)cc1Cl)c1ccccn1	3%	-0.9%	3%	-0.8%	0.3%	0%	i	39	-2%	0.9
CCC(=O)N(C)CCc1cc2c(c(OC)c1/C=N/NC(=O)[C@H]1C[C@@H]1c1ccccc1)OCO2	nt	nt	8%	-0.2%	-1.9%	nt	i	9	6%	nt
O=C(Cn1c(C(F)(F)F)nc2ccccc21)c1ccccc1	6%	7.1%	-2%	-0.7%	-0.1%	8%	i	45	2%	1
O=C1C2C3C=CC(C3)C2C(=O)N1CNc1ccccc1 (stereo not drawn)	-1%	2.3%	0%	-0.2%	-0.1%	4%	i	30	0%	1.1
CCOc1ccc2nc(NC(=O)c3cccnc3)sc2c1	5%	1.7%	-12%	0.4%	0.1%	7%	i	48	1%	1
CC1CC(C)CN(C(=O)C2CCN(S(=O)(=O)c3cccs3)CC2)C1 (stereo not drawn)	nt	2.8%	nt	0.0%	0.1%	nt	i	42	nt	nt
COC(=O)C1=C(Nc2ccc(C)cc2)C=C(C)C(C(=O)OC)C1c1cccc(OC)c1 (stereo not drawn)	15%	-1.4%	4%	1.4%	0.3%	10%	i	21	8%	1.1
Cc1c(C(=O)OCC(=O)N(C)c2ccccc2)cccc1[N+](=O)[O-]	12%	4.9%	36%	-1.0%	1.2%	6%	i	41	8%	1
COc1cnc(-c2ccccn2)nc1N(C)c1ccccc1	nt	0.1%	nt	?	0.5%	nt	i	54	nt	nt
c1coc(CN2CN=C(Nc3nc4ccccc4s3)NC2)c1	14%	2.5%	-10%	0.0%	0.1%	12%	i	42	10%	1.2
CC(C)c1ccc(NC2CCCN(C(=O)CN3CCCC3=O)C2)cc1 (stereo not drawn)	nt	2.8%	nt	-0.4%	-0.1%	nt	i	29	nt	nt
CC(C)CCOP(=O)(c1ccc(N(C)C)cc1)C(Nc1ccccc1)c1ccc(N(C)C)cc1 (stereo not drawn)	nt	0.5%	2%	-0.6%	6.2%	nt	i	23	2%	nt
CCOC(=O)N1CCC(=NNC(=O)Cn2ccc(C(F)(F)F)n2)CC1	-10%	1.6%	14%	0.0%	0.3%	-2%	i	59	4%	1.1
